# Screening data from PubChem.
# Rpn11 block – inhibitors of human proteasome Rpn11; human 26S proteasome, Ub4-pepOG fluorescence polarization; 20S core pre-blocked with epoxomicin; calls only at 20 µM; hit rate 0.59% among 360,000;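 active = inhibition at 20 µM, scaled to each plate's controls, above about 33%, limit read from the data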
# CSN inh – CSN deneddylation inhibition; Q92905; inhibition, % at 12.5 µM; hit rate 0.38% among 360,000; Purified CSN, SCF-Nedd8-OG deneddylation, fluorescence polarization;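 active = pattern-corrected inhibition above about 35%, with an unprinted fluorescence ratio check between 0.5 and 1.5, limit read from the data, passing the limit was not always enough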;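 also: 0% = enzyme with substrate and 100% = substrate without enzyme; some results filed as inactive read as strong as hits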
# Target sequence (Q92905 whole entry, looked up, one chain of several): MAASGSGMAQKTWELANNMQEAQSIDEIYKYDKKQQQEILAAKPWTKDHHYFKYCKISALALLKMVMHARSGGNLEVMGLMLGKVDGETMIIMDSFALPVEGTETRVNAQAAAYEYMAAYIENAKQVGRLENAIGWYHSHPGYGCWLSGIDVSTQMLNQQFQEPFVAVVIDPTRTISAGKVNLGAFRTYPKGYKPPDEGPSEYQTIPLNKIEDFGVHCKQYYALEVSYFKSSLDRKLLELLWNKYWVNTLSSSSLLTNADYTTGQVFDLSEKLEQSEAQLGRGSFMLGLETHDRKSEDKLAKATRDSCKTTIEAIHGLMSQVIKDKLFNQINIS
#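 test system = HEK293T-derived human Csn5 enzyme | amount = 0.24 nM Csn5 enzyme, final concentration | medium = Tris/NaCl/DTT buffer, pH 7.5 | schedule = 90 min reaction at room temperature | signal = FP | evaluation = inhibition of Csn5 cleavage, % | compound dosing = single dose of 12.5 µM compound with 0.25% DMSO | probe or stimulus = 10 nM SCFSkp2-Nedd8OG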
# Rin1-Abl PPI inh – inhibitors of human Rin1-Abl protein interaction; inhibition, % at 7.35 µM; TR-FRET Rin1/Abl binding, biochemical; P00519+Q13671; hit rate 0.4% among 360,000; in the data active = inhibition above about 5%, passing the limit was not always enough
# MsrA act – activates bovine MsrA enzyme; hit rate 0.3% among 360,000; AID 602163; purified bovine MsrA, absorbance read-out; activation, % at 10.6 µM; in the data active = activation above about 7.5%;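 also: 0% = vehicle and 100% = reference activator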
# PABP1 MLLE inh – blocks PAM2 peptide binding to the PABP1 MLLE domain. P11940. GST-MLLE / FITC-PAM2 fluorescence polarization. inhibition, % at 20 µM. hit rate 0.36% among 360,000. AID 588489; in the data active = inhibition above about 35%, passing the limit was not always enough;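 also: plate controls were DMSO wells with GST-MLLE for no effect and wells lacking GST-MLLE protein for full effect; some results filed as inactive read as strong as hits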
# Target sequence (P11940 whole entry, looked up, the tested form may be a part): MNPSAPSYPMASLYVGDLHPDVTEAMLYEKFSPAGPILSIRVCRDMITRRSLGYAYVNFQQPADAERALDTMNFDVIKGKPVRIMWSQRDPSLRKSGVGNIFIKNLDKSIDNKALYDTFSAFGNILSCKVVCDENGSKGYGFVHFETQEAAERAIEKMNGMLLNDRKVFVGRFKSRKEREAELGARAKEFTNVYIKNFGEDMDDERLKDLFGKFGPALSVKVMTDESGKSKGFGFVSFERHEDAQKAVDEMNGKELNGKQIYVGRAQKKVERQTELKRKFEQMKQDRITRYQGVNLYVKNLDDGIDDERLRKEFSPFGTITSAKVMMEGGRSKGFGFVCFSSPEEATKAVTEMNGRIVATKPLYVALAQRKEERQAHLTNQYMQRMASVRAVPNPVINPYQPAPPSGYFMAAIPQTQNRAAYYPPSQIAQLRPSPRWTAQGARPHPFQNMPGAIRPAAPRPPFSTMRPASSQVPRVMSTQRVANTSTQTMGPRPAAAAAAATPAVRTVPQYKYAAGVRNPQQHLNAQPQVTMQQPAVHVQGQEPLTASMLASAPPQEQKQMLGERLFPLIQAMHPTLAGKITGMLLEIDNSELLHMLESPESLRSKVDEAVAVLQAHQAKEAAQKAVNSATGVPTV
# FAS-TE inh – FAS thioesterase (human) inhibition; P49327; recombinant FAS-TE, OMFH fluorogenic substrate, fluorescence endpoint; inhibition, % at 15 µM; hit rate 0.67% among 360,000;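 active = compounds whose normalised, plate-corrected inhibition of enzyme fluorescence in the single-dose primary screen is 50% or more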;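 also: 0% = DMSO with enzyme and 100% = substrate without enzyme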
# E coli Lon inh – E. coli protease La inhibition; inhibition, % at 7.94 µM; AID 602123; hit rate 0.42% among 360,000; purified E. coli Lon protease, fluorescence polarization; P0A9M0; in the data active = inhibition above about 13%, passing the limit was not always enough;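 also: 0% = enzyme with probe and DMSO and 100% = no enzyme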
# MT1-MMP act inh – blocks activation of human MT1-MMP; P50281; AID 651647; HT1080 RFP-PRO-GFP cells, GFP/RFP ratio fluorescence, overnight; percent of plate control window, DMSO zero; GFP/RFP ratio change, % at 20 µM; hit rate 0.061% among 360,000;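 active = GFP/RFP ratio change of at least 30% with cell ATP level not reduced by more than half and red fluorescence within 50% of control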; also: strong numbers were not always called active
#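 Assay system – RFP-PRO-GFP reporter HT1080 cells · Compound dosing – single dose of 20 µM compound, 1% DMSO final · Incubation – overnight compound exposure at 37 °C · Measure – GFP/RFP fluorescence ratio · Benchmarks – DMSO wells and RFP-L50D-GFP cells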
# MsrA inh – inhibits bovine methionine sulfoxide reductase A; purified bovine MsrA, absorbance read-out; inhibition, % at 15.5 µM; hit rate 0.75% among 360,000; AID 651718; in the data active = inhibition above about 4.5%;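 also: 0% = vehicle wells with enzyme and 100% = reference inhibitor wells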
# Active calls of the source: *; i = inactive; · = no result given; + = active, no number. These rows are one share of the data (hit frequency here may not be typical).
# Below each SMILES: Rpn11 block	MT1-MMP act inh	CSN inh	E coli Lon inh	Rin1-Abl PPI inh	MsrA inh	FAS-TE inh	MsrA act	PABP1 MLLE inh
COC(=O)C1=C(c2ccc(-c3ccccc3)c(F)c2)C[C@@H]2CC[C@H]1N2C(=O)NC1Cc2ccccc2C1
 : i	-12	1	-1	5	-0.3	53*	-5	-4
CCOc1cc2c(cc1OCC)-n1cccc1C(c1ccc(OC)c(O)c1)NC2 (centres undefined)
 : i	-6	-4	5	-1	0.6	-9	-8	5
O=C1C2CCCN2C(c2cccnc2)N1c1nccs1 (centres undefined)
 : i	3	1	1	-4	0.8	-7	1	2
COc1ccc2c(c1O)-c1cccc3c1[C@@H](C2)N(C)CC3
 : i	-1	-4	0	0	-0.7	-2	-2	3
CN(C)C(=O)Oc1ccc(C(=O)c2ccccc2)cc1
 : i	6	-9	-6	-4	0.5	-5	-5	-1
Cc1nn(Cc2ccccc2)c(C)c1C(=O)OCC(=O)NC1CCS(=O)(=O)C1 (centres undefined)
 : i	4	2	-7	-1	0.0	-3	-1	10
Cc1cc(C=C2C(=O)NC(=O)NC2=O)c(C)n1-c1ccc2c(c1)OCO2
 : i	-2	2	1	-3	1.3	-9	-1	-15
Cc1cc(C)cc(NC(=O)CCNC(=O)N2C[C@H]3C[C@@H](C2)c2cccc(=O)n2C3)c1
 : i	6	2	-6	0	-0.1	-2	1	-12
CC(OC(=O)c1cn(C)c2ccccc12)C(=O)N(C)c1ccccc1 (centres undefined)
 : i	3	-2	-10	-3	-0.8	-1	-3	-16
COc1ccc(CN2CC3CC(C2)c2cccc(=O)n2C3)cc1OC (centres undefined)
 : i	-4	-3	5	1	-1.2	-4	0	-2

# Rewritten as comma-separated lines: four of the compounds above.
Structure,Rpn11 block,MT1-MMP act inh,CSN inh,E coli Lon inh,Rin1-Abl PPI inh,MsrA inh,FAS-TE inh,MsrA act,PABP1 MLLE inh
CN(C)C(=O)Oc1ccc(C(=O)c2ccccc2)cc1,i,6,-9,-6,-4,0.5,-5,-5,-1
COc1ccc2c(c1O)-c1cccc3c1[C@@H](C2)N(C)CC3,i,-1,-4,0,0,-0.7,-2,-2,3
Cc1cc(C)cc(NC(=O)CCNC(=O)N2C[C@H]3C[C@@H](C2)c2cccc(=O)n2C3)c1,i,6,2,-6,0,-0.1,-2,1,-12
CCOc1cc2c(cc1OCC)-n1cccc1C(c1ccc(OC)c(O)c1)NC2 (centres undefined),i,-6,-4,5,-1,0.6,-9,-8,5

# Further compounds:
# Below each SMILES: Rpn11 block	MT1-MMP act inh	CSN inh	E coli Lon inh	Rin1-Abl PPI inh	MsrA inh	FAS-TE inh	MsrA act	PABP1 MLLE inh
O=C(c1ccccc1)c1ccccc1N=Cc1c(O)[nH]c(=O)[nH]c1=O
 : i	-1	25	-1	-4	3.6	-2	-4	6
CC(C)(C)C(=O)N1Cc2ccccc2-n2nncc2C1
 : i	5	-6	-10	4	-1.1	-5	-9	-6
Cc1ccc(C2=CCNCC2)cc1
 : i	-1	-9	6	0	1.1	-5	-9	21
O=C1NC(=O)N(Cc2ccco2)C(=O)/C1=C\c1ccc(-c2ccc(F)cc2)o1
 : i	-14	34	-73	-1	3.2	-9	-4	-4
O=C1NCN(c2ccccc2)C12CCN(C(c1cccs1)c1nnnn1C1CCCC1)CC2 (centres undefined)
 : i	-3	-1	-3	6	-0.2	7	-3	-11
CC(N)C(=O)c1ccco1 (centres undefined)
 : i	2	7	-8	1	0.7	-4	-3	10
Cc1cc(Cl)nc(N)n1
 : i	0	1	-5	0	0.4	-15	3	7
CC12CC(=O)C3C(CCC4CC(=O)C=CC43C)C1CCC2=O (centres undefined)
 : i	1	2	-8	3	0.6	0	-1	7
CCCCCn1c(=O)c(C(=O)NCc2ccco2)c(O)c2ccccc21
 : i	1	4	-11	-3	0.0	18	-6	-2
O=C(O)c1cccc2c1NC(c1cccc([N+](=O)[O-])c1)C1CC(Sc3ccccc3[N+](=O)[O-])C(Cl)C21 (centres undefined)
 : i	7	0	4	2	1.4	-113	-9	12
Cc1c(CCN)ccc2c1[nH]c1ccccc12
 : i	3	-1	-1	0	1.5	-6	-10	4
CCOC(=O)C1(c2ccccc2)CCN(CCC(C#N)(c2ccccc2)c2ccccc2)CC1
 : i	-10	-6	-4	2	1.0	27	-11	1
Cc1nc2ccccc2n1C1CCN(Cc2nnnn2CCc2ccccc2)CC1
 : i	4	1	-9	1	0.4	8	0	6
Cn1cccc1/C=C1/C(=O)NC(=O)N(Cc2ccccc2)C1=O
 : i	0	3	-97	-2	0.2	-10	-4	-10
C=CCN1CCc2cccc3c2[C@H]1Cc1ccc(O)c(O)c1-3
 : i	2	-2	-7	8.5*	0.2	-6	-3	31
CCOP(=O)(OCC)c1cc(CC)ccc1O
 : i	4	0	0	2	1.6	-3	-1	16
COC(=O)C1=C(c2ccc(-c3ccccc3)c(F)c2)C[C@@H]2CC[C@H]1N2C(=O)NCCc1ccccc1
 : i	-8	4	11	3	0.0	36	-8	-2
CC1CCCN(CC(=O)N2CCCc3ccccc32)C1 (centres undefined)
 : i	6	2	4	2	-0.7	-8	1	-6
C=CC[C@@H](CC/C=C/C=C/CC/C=C\[C@@H]1CSC([C@@H]2C[C@@H]2C)=N1)OC
 : i	13	-3	-6	-1	·	0	-9	19
O=C(CCNC(=O)N1C[C@H]2C[C@@H](C1)c1cccc(=O)n1C2)Nc1ccc(F)cc1
 : i	0	-1	-1	5	-0.1	-6	-6	7
O=c1[nH]c2ccccc2c(=O)n1-c1cccc(Cl)c1
 : i	-1	-1	2	-1	1.3	-18	-12	-1
CC(=NCC1CCCO1)c1c(O)n(C2CCCCC2)c(=O)[nH]c1=O (centres undefined)
 : i	2	4	-10	1	1.3	-5	-2	-3
CCC(CC)C(=O)NC1CCSC1=O (centres undefined)
 : i	2	-5	-8	-2	-1.1	-6	2	1
C[C@H]1O[C@@H](OC2CC[C@]3(C=O)[C@H]4CC[C@]5(C)[C@@H](C6=CC(=O)OC6)CC[C@]5(O)[C@@H]4CC[C@]3(O)C2)CC2OC(C)(C)OC21 (some centres undefined)
 : i	-51	0	-6	2	-0.8	-2	-10	20
COc1ccc(OC)c(CC(=O)N(C)C2CCCN(Cc3ccccc3F)C2)c1 (centres undefined)
 : i	1	1	-5	-3	0.5	-3	-1	2
COC(=O)C1=C(c2cccc(OCc3ccccc3)c2)C[C@@H]2CC[C@H]1N2C(=O)NCc1ccc(OC)c(OC)c1
 : i	1	-1	0	3	-0.4	15	0	0
C[C@]12CCC(=O)C=C1CC[C@@H]1C2[C@H](O)C[C@]2(C)C(=O)CCC12 (some centres undefined)
 : i	0	-3	-11	2	-0.3	-4	-1	-24
COc1ccc(OCC(=O)N2CCN(Cc3ccc(SC)cc3)CC2)cc1
 : i	0	15	-5	4	1.8	-5	-4	-3
CC1CCC(NCC(O)c2ccccc2)CC1 (centres undefined)
 : i	-4	-9	-2	4	-2.1	-8	-4	-2
Cc1ccc(-c2cc(-c3ccccc3)cc(-c3ccccc3)[n+]2-c2ccccc2)cc1
 : i	3	-5	-6	2	3.2	-9	-2	-6
COc1ccc(-n2nnnc2C(c2ccccc2OC(F)(F)F)N2CCC(n3c(=O)[nH]c4ccccc43)CC2)cc1 (centres undefined)
 : i	3	1	3	3	1.6	60*	-11	17
Cc1cc(C(=O)NP(=O)(N2CCOCC2)N2CCOCC2)c(C)n1C1CC1
 : i	-3	5	-8	-1	1.1	-4	-4	-3
CN1C2CCC1CC(=NO)C2
 : i	0	6	-1	-1	-1.5	-4	-4	5
CC1=C(C(=O)O)N2C(=O)C(NC(=O)Cc3ccccc3)C2SC1 (centres undefined)
 : i	-4	0	-9	-3	-0.5	-6	-3	7
CCN(CC)CCOC(=O)c1ccc(N=Cc2c(O)[nH]c(=O)[nH]c2=O)cc1
 : +	-17	48*	-146	2	0.8	-9	-2	-97
COc1ccccc1N1CCN(Cc2cccc(OC)c2O)CC1
 : i	4	0	-7	0	-0.7	-8	0	9
Cc1c(C=O)c2ccccc2n1Cc1ccccc1
 : i	-1	-1	4	0	1.4	3	-4	-4
COc1ccc2c(c1O)[C@]13CCN(C)[C@H](C2)[C@@H]1CCC(=O)C3
 : i	-1	4	0	-2	-0.1	-4	-2	-2
Cc1cccn2c(=O)c3c(nc12)N1CCC(Cc2ccccc2)CC1C1(C3)C(=O)N(C)C(=O)N(C)C1=O (centres undefined)
 : i	-15	1	-13	-1	-0.6	11	3	-37
c1ccc(C2OCCN3CCCCC23)cc1 (centres undefined)
 : i	-4	-2	10	-1	-0.4	-16	-2	0
COc1cc2c(cc1O)[C@@H]1Cc3ccc(OC)c(O)c3CN1CC2
 : i	1	4	3	0	-0.3	-1	0	3
O=C(N/N=C/c1c(O)n(C2CC2)c(=S)[nH]c1=O)c1ccccc1O
 : i	8	6	2	-3	2.0	16	-8	10
CCOC(=O)[C@]12Cc3cc(C)ccc3[C@H]1N(C1CCCCC1)C(=O)c1ccccc12
 : ·	-32	3	-5	·	-1.6	82*	-4	·
CN1CCC2(CC1)CC(NC=O)c1ccccc1O2 (centres undefined)
 : i	-2	-4	10	1	0.8	-6	-6	11
CCOC(=O)c1[nH]c(C)c(C(=O)N2CCC3(CC2)OCCO3)c1C
 : i	0	1	-6	-2	-0.5	-5	-3	-7
C=CP(=O)(O)c1ccccc1
 : i	-5	-6	-12	0	-1.3	-8	-11	-8
CCCCCCN=C(C)c1c(O)n(CCCC)c(=O)[nH]c1=O
 : i	-1	1	3	-2	-1.5	1	-2	1
CC(=O)[C@@]1(O)CC[C@H]2[C@@H]3CC=C4C[C@@H](O)CC[C@]4(C)[C@H]3CC[C@@]21C
 : i	3	-1	4	-2	-1.6	-4	-3	9
CCN(CC)c1ccc(/C=C2\C(=O)NC(=O)N(CC3CCCO3)C2=O)cc1 (centres undefined)
 : i	-3	7	3	-3	3.7	-4	-7	-85
CCOC(=O)[C@]12Cc3c(cc(OC)c(OC)c3OC)[C@H]1N(CCC(=O)OC)C(=O)c1ccccc12
 : ·	-4	-4	1	·	-0.1	14	-1	·

# (list continues)
# Below each SMILES: Rpn11 block	MT1-MMP act inh	CSN inh	E coli Lon inh	Rin1-Abl PPI inh	MsrA inh	FAS-TE inh	MsrA act	PABP1 MLLE inh
CC12CCC3C(CCC4C/C(=N/O)CCC43C)C1CCC2O (centres undefined)
 : i	0	-3	-1	-3	0.6	-16	-4	15
CCOC(=O)C1=C(N)OC2=C(C(=O)CCC2)C12C(=O)N1c3c(ccc(C)c32)C(C)=CC1(C)C (centres undefined)
 : i	-5	0	3	1	0.2	4	-2	12
CN(C)c1ccc(P(=S)(N(C)C)N(C)C)cc1
 : i	-2	2	-2	-2	-2.0	1	-4	18
C=C(CO)CC1CC(O)[C@]2(C)OC3CC4OC5C[C@]6(C)O[C@]7(C)CCC8OC9C[C@]%10(C)OC%11C(C)=CC(=O)OC%11CC%10OC9C[C@@H](C)C8OC7CC6O[C@]5(C)C/C=C\C4OC3CC2O1 (some centres undefined)
 : i	9	-4	3	-1	-0.8	1	-3	10
Cc1cccc(CCNCc2cc3cccc(C)c3[nH]c2=O)c1
 : i	5	5	-4	1	-0.4	-5	-1	6
C#CCN1CCN(c2ccc(F)cc2)CC1
 : i	-8	0	-6	-1	0.3	0	-10	-1
OC1(c2ccccc2)CCNC2CCCCC21 (centres undefined)
 : i	0	5	1	4	-0.1	-4	-10	13
COC(=O)C1=CO[C@H](C)[C@H]2CN3CC[C@@]4(C(=O)Nc5ccccc54)[C@@H]3C[C@H]12
 : i	·	2	2	-1	-0.2	1	-2	18
